Pf apPOL block: Pf-apPOL inhibitors, biochemical, fluorescence | inhibition, % at 10 µM | hit rate 0.25% among 210,000 | Recombinant Pf-apPOL, molecular beacon fluorescence, 1.5 h | Plasmodium falciparum apicoplast DNA polymerase (apPOL) | AID 1794808, 2022
mHTT-CaM PPI inh: mutant huntingtin-calmodulin interaction inhibitors – biochemical, AlphaScreen, primary screen; P42858; AlphaScreen His-mHTT/GST-CaM binding, luminescence; inhibition, % at 15 µM; hit rate 3.6% among 190,000; AID 1671202, 2021;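 note: 0% = both proteins with DMSO and 100% = one protein alone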
Active calls of the source: *; . = no result given; & = joins results of further samples. Cut-off read from the data, not from the text of the source: active = inhibition above about 50%; inactive = the rest.

Below each compound: Pf apPOL block | mHTT-CaM PPI inh
(1) CC1=C(C(=O)Nc2ccc3c(c2)OCCO3)C2(CCCCC2)OC1=O
 : 2 | -6
(2) Cc1ccc(OCC(=O)N2CCN(c3nc(CN4CCC(C)CC4)cs3)CC2)cc1
 : -7 | 16
(3) O=C1Cc2cc(NS(=O)(=O)c3ccc(Cl)s3)ccc2N1
 : -3 | -9
(4) O=C1NC2(CCN(Cc3ccccc3F)CC2)N=C1c1ccc(Cl)cc1
 : 0 | 4
(5) Cc1ccc(-c2nc3s/c(=C\C=C\c4ccccc4)c(=O)n3n2)cc1
 : 2 | 23
(6) CCOc1ccc(NC(=O)CCC(=O)N2CCCCc3ccccc32)cc1
 : -4 | -9
(7) COc1ccccc1NC(=O)c1cn2c(n1)CCCC2
 : -4 | 1
(8) COc1ccc(OC)c(/C=C2/N=C(c3ccccc3F)OC2=O)c1
 : -3 | 4
(9) COc1ccc(OC)c(C2=NOC(C(=O)N3CCCCC3)C2)c1 (stereo unspecified)
 : 3 | -8
(10) CCNC(=O)Nc1cc(C)ccc1N1CCCN(Cc2ccc(C)cc2)C1=O
 : -1 | -2
(11) CC1(C)CC(=O)c2cn(-c3ccc(Oc4ccccc4)cc3)c(=N)c(C#N)c2C1
 : 1 | -9
(12) CC1(C(=O)NCc2cccc(F)c2)CCCN(C(=O)c2c(F)cccc2F)C1 (stereo unspecified)
 : 4 | -5
(13) O=C(Nc1c[nH]c(=O)[nH]c1=O)c1ccc(Cl)cc1
 : -4 | -2
(14) COc1cc(OC)c(OC)cc1C=C1Oc2c(ccc(O)c2CN2CCOCC2)C1=O
 : 7 | -7
(15) COc1ccc(C(C)NC(=O)CC(C)c2ccccc2)cc1OC (stereo unspecified)
 : 5 | 3
(16) COc1ccc(CCNC(=O)CC2CCN(C(=O)C3CCCCC3)CC2)c(OC)c1
 : -9 | 30
(17) COc1ccc(-c2c([C@H]3[C@@H]4C=CCC[C@@]4(C)C(=O)N3Cc3ccccc3)ccc3ccccc23)cc1
 : -5 | 58*
(18) CCN(CC)C(=O)Oc1ccc2c(c1)OC(=Cc1cc(OC)ccc1OC)C2=O
 : -7 | -20
(19) Cc1ccc(-c2nc(-c3ccc4c(c3)oc(=O)n4C)no2)cc1
 : -2 | 2
(20) CCOc1ccc(NC(=O)Nc2nnc(-c3ccc([N+](=O)[O-])cc3)s2)cc1
 : 2 | 3
(21) Cc1c(Cl)cccc1NC=C1C(=O)OC(C)(C)OC1=O
 : 3 | -1
(22) O=C(CC(C(=O)N1CCc2ccccc21)n1ccnc1)NCC1CCCO1 (stereo unspecified)
 : -11 | -3
(23) O=C(/C=C/n1c(=S)oc2ccccc21)c1ccccc1
 : . | -6
(24) Cc1cc(Cl)ccc1N(CC(=O)NCc1cccnc1)S(=O)(=O)c1ccccc1
 : 2 | 22
(25) COc1ccc(C(=O)Nc2ccccc2C(=O)Nc2cccc(OC)c2)cc1
 : -10 | -1
(26) c1ccc(-c2ccc(-c3nnc(-c4ccc5c(c4)OCO5)o3)cc2)cc1
 : -3 | 1
(27) CCCN=C(NS(=O)(=O)c1ccc(F)cc1)c1ccccc1
 : 4 | 6
(28) CC1CCc2onc(C(=O)O)c2C1 (stereo unspecified)
 : . | -5
(29) O=C(Nc1ccc(-c2nc3ccccc3o2)c(O)c1)c1ccc(F)cc1
 : -3 | 8
(30) O=C1NC(=O)/C(=C/c2cc(Br)ccc2OCc2ccc(F)cc2)S1
 : -17 | 12
(31) N#CC(C#N)=c1ccc(=C(C#N)c2ccc(N3CCCC3)cc2)cc1
 : 0 | 4
(32) O=C(Nc1ccc2c(c1)OCO2)Oc1ccccc1
 : -3 | 15
(33) O=c1/c(=C/c2ccc([N+](=O)[O-])cc2)sc2n1CN(c1ccc(Cl)cc1)CN=2
 : 3 | 33
(34) COC(=O)c1sccc1NC(=O)c1cc(S(=O)(=O)N(C)C)oc1C
 : -5 | .
(35) CCCCOc1ccc(/C=C2\N=C(c3cc(OC)c(OC)c(OC)c3)OC2=O)cc1
 : -12 | 1
(36) CC(C)c1cc(C2CCCN2Cc2ccccc2)no1 (stereo unspecified)
 : 0 | -9
(37) COc1cn(CC(=O)NC2CCCCC2)c(CN2CCCCC2)cc1=O
 : -8 | -3
(38) COc1cc(C(=O)NCCc2cc3c(OC)ccc(OC)c3[nH]c2=O)cc(OC)c1OC
 : -7 | 4
(39) Cc1ccc(NC(=O)Cn2nnc(-c3ccccc3Cl)n2)cc1C
 : -1&-5 | 0&-5
(40) CC1=CSC(=C(C#N)C(=O)c2ccccc2Cl)N1c1ccccc1Cl
 : 0 | .
(41) COc1ccc(C=CC(=O)c2ccc(OC)cc2OC)c(OC)c1
 : -4 | 0
(42) O=C(Sc1ccc(Cl)cc1)c1cnn(-c2ccccc2)c1C(F)(F)F
 : -4 | .
(43) O=C(NC1CCCCC1)C1c2ccccc2C(=O)N1C1CC1 (stereo unspecified)
 : -5 | -15
(44) COc1cccc(C(O)CN2CCN(c3ccccc3)CC2)c1 (stereo unspecified)
 : -1 | 8
(45) COc1ccc(C(=O)Nc2cccc(Cl)c2)cc1OC
 : -6 | -3
(46) COC(CNC(=O)CCn1nnc2ccccc2c1=O)OC
 : -6 | 7
(47) CCOc1ccc(C2=CSC3=NCCN23)cc1
 : -4 | 13
(48) Nc1nc(SCC(=O)NCCc2ccccc2)n[nH]1
 : -4 | -6
(49) COc1cccc(NC(=O)Nc2nnc(-c3ccccc3Br)s2)c1
 : 2 | 3
(50) COC(=O)CNC(=O)N1CCCC1c1ccc(C)cc1 (stereo unspecified)
 : 6 | -6
(51) O=C1CC(N2CCN(Cc3ccc4c(c3)OCO4)CC2)C(=O)N1c1ccc(Br)cc1 (stereo unspecified)
 : 0 | 2
(52) O=C(Cc1ccc(NC(=O)NC2CC2)cc1)NCC(F)(F)F
 : 2 | -6
(53) Cn1c(/C=C/c2ccccc2)nnc1-c1ccccc1O
 : 0 | -1
(54) O=C(NC1CCN(c2cc(-c3cccnc3)[nH]n2)CC1)c1ccc(F)c(Cl)c1
 : -6 | 14
(55) COc1ccc(Cl)cc1NC(=O)c1cc(S(=O)(=O)NC2CCCCCC2)ccc1F
 : 31 | -5
(56) CC(=O)N1c2ccc(S(=O)(=O)NCCC(C)C)cc2CC1C (stereo unspecified)
 : -2 | -1
(57) COc1cc(NC(=O)c2ccc([N+](=O)[O-])c(C)c2)c(OC)cc1NC(=O)c1ccccc1
 : -3 | 10
(58) C=CCc1cc(OC)ccc1OCC(O)CN1CCN(c2ccccc2F)CC1 (stereo unspecified)
 : 1 | 14
(59) Cc1c(C2=N/C(=C\c3ccc4c(c3)OCO4)C(=O)O2)cccc1[N+](=O)[O-]
 : -2 | 2
(60) Cn1ccnc1SCC(=O)Nc1ccc(F)c(Cl)c1
 : 2 | 4

Next section
Below each compound: Pf apPOL block | mHTT-CaM PPI inh
(61) CCOc1ccc(-n2nc(C(=O)Nc3ccc(F)c(Cl)c3)c3ccccc3c2=O)cc1
 : -2 | -5
(62) O=C(Nc1cc2cc(Br)ccc2oc1=O)C1CCCCC1
 : 43 | 0
(63) CC1(C(=O)NCc2ccco2)Oc2cccnc2NC1=O (stereo unspecified)
 : -9 | -4
(64) c1nn2c(C3CC3)nnc2cc1N1CCN(CC2CCCCC2)CC1
 : -4 | 2
(65) CCOC(=O)N1CCC2(CC1)N=C(c1cc(Cl)ccc1O)CC(c1ccc(C)cc1)N2 (stereo unspecified)
 : 2 | 7
(66) Cc1cccc(N(CC(=O)NC2CCCC2)S(=O)(=O)c2ccccc2)c1C
 : -2 | -3
(67) COc1ccc(C2=N/C(=C\c3ccc(N(C)C)cc3)C(=O)O2)cc1Br
 : -3 | 20
(68) Cc1ccc(C)c(CN2C(=O)NC3(CCN(C(=O)c4cc(C)ccc4C)CC3)C2=O)c1
 : -4 | 2
(69) Cc1ccc(C(=O)N2CCCC3(C2)NC(=O)N(Cc2ccc(Cl)cc2)C3=O)cc1 (stereo unspecified)
 : -3 | -7
(70) COc1cccc(CN2CCc3nc(N4CCCC4)ncc3C2)c1OC
 : 4 | 88*
(71) COc1ccc(C(=O)N2CCc3c(nc(-c4ccccc4)[nH]c3=O)C2)c(OC)n1
 : -4 | 0
(72) CC1=C(C(=O)Nc2ccc(F)cc2F)C(c2cccc(Br)c2)C2=C(CCCC2=O)N1 (stereo unspecified)
 : -7 | -11
(73) N#Cc1c(N)n(Cc2ccccc2)c2nc3ccccc3nc12
 : 9 | 6
(74) O=C1C2C3C=CC(O3)C2C(=O)N1c1ccc2c(c1)OCO2 (stereo unspecified)
 : -2 | 9
(75) COc1ccc(SCCC(=O)Nc2nc3ccccc3s2)cc1
 : -4 | -7
(76) Brc1ccc(OCCCn2ccnc2)cc1
 : -4 | -4
(77) Cc1ccccc1-c1nc2cc(NC(=O)c3ccc4c(c3)OCCO4)ccc2o1
 : 8 | 8
(78) COc1ccc(C2CC(=O)C3=C(C2)Nc2ccccc2N(C(C)=O)C3c2ccco2)cc1OC (stereo unspecified)
 : -4 | 14
(79) CC1CC(C)CN(C(=O)C2(S(=O)(=O)c3ccc(Cl)cc3)CC2)C1 (stereo unspecified)
 : -1 | -7
(80) COc1nn(C)cc1C(=O)Nc1ccccc1SC
 : -5 | -8
(81) CCCN1CCC(NCCc2ccc(F)cc2)CC1
 : -3 | -14
(82) O=C(CCS(=O)(=O)Cc1ccccc1)Nc1ccc(F)cc1F
 : -5 | -4
(83) CSc1nc(Sc2n[nH]c(-c3ccccc3)n2)cc(Sc2n[nH]c(-c3ccccc3)n2)n1
 : -12 | .
(84) CS(=O)(=O)N1CCC(C(=O)N(CC2CCCO2)c2nc3c(F)cccc3s2)CC1 (stereo unspecified)
 : -3 | -3
(85) O=S(=O)(Cc1ccc(Cl)cc1Cl)CC(O)Cn1ccc(C(F)(F)F)n1 (stereo unspecified)
 : -5 | .
(86) COc1ccccc1/C=C1\SC(=Nc2cc(C)cc(C)c2)NC1=O
 : 1 | 6
(87) CCc1ccc(S(=O)(=O)N2CCSC2c2ccc(OC)cc2)cc1 (stereo unspecified)
 : -3 | -55
(88) CC(C)(C)C(=O)NCc1ccc(N2CCCCCC2)nc1
 : -2 | 0
(89) COc1ccc(-c2nc(C)cc(C)c2CNC(=O)C2CCC2)cc1
 : -8 | -5
(90) CN1CCN(CCCOc2ccc(Br)cc2)CC1
 : -9 | 2
(91) O=C(Nc1nccs1)C1CCN(Cc2nc3ccccc3[nH]2)CC1
 : -7 | -5
(92) N#Cc1cccc(-c2cn3c(n2)N(C(=O)C2CCCN2)CCC3)c1 (stereo unspecified)
 : 7 | 16
(93) COC(=O)[C@H](C)N(Cc1cn(Cc2ccccc2)nn1)S(=O)(=O)c1ccccc1Br
 : -2 | -8
(94) O=C(CN1CCN(c2ccccc2)CC1)Nc1nnc(-c2ccco2)s1
 : 1 | .
(95) CCOc1cc2c(cc1OCC)C(c1ccc(OC)c(O)c1)NCC2 (stereo unspecified)
 : -1 | -5
(96) CCOC(=O)c1cnc2nc(C)ccc2c1Nc1ccc(F)c(Cl)c1
 : -10 | 68*
(97) Cn1c(SCC#N)nc2c(c1=O)C1(CCCCC1)Cc1ccccc1-2
 : -1 | -5
(98) CCN(CC)Cc1c(O)c(CN(CC)CC)c2oc(-c3ccccc3)cc(=O)c2c1O
 : 5 | 100*
(99) CCOc1ccc(C(=O)Nc2cc(OC)ccc2OC)cc1
 : -1 | 4
(100) NS(=O)(=O)c1cccc(S(=O)(=O)c2ccc(Br)cc2)c1
 : -14 | 2
(101) O=C(O)c1ccccc1SC1CC(=O)N(c2ccccc2F)C1=O (stereo unspecified)
 : -6 | 4
(102) O=C(c1ccccc1)N1CCN(c2nc(CN3CCCCC3)cs2)CC1
 : -3 | 4
(103) CCOC(=O)NC1=C(C#N)C=Nc2ccccc2N1
 : -1 | .
(104) CN(C)CCCNCC(O)Cn1c2ccccc2c2ccccc21 (stereo unspecified)
 : 2 | 19
(105) N#CC1=C(N)Oc2[nH]c(=O)[nH]c(=O)c2C1c1ccccc1 (stereo unspecified)
 : 0 | -3
(106) CCCCOc1cccc(NC(=O)CSc2cccc3cccnc23)c1
 : 0 | 0
(107) CCn1cc(C(=O)NCCCN2CCN(C)CC2)c2cc(OC)c(OC)cc2c1=O
 : -6 | 4
(108) O=C(Nc1ccc(F)cc1)c1cc(S(=O)(=O)NCc2ccco2)ccc1F
 : 2 | 4
(109) COc1ccccc1N1C=C(C#N)S(=O)(=O)c2ccc(F)cc21
 : -1 | -3
(110) Cc1noc(C)c1C1CCCN1C(=O)c1cc(-c2ccc(Br)cc2)on1 (stereo unspecified)
 : -1 | -2
(111) Cc1cc(C)nc(NC(=O)C2CC=CCC2C(=O)O)c1 (stereo unspecified)
 : -2 | -3
(112) O=c1c(Oc2ccc(F)cc2)coc2c(O)c(O)ccc12
 : -10 | 16
(113) CCOc1ccsc1C(=O)ON=C(N)c1cc(C(F)(F)F)cc(C(F)(F)F)c1
 : -6 | .
(114) CC(C)CNC(=O)N1CCCN(C2CCN(Cc3ccccc3)C2=O)CC1 (stereo unspecified)
 : 0 | 18
(115) C=CCN1N=C(NC(=O)c2cccc(Br)c2)SC=C1c1ccccc1
 : -11 | 55*
(116) CCC(=O)N1CCCN(Cc2nc(-c3ccc(Cl)cc3)no2)CC1
 : -12 | 9
(117) CC(C)c1ccc2oc(-c3ccc(NC(=O)c4ccco4)cc3)nc2c1
 : -4 | 1
(118) CCCOc1ccc(C(=O)Nc2cccc(-c3nc4ccccc4o3)c2)cc1
 : -4 | -1
(119) CSCCC(C)(O)CNC(=O)c1ccc2nsnc2c1 (stereo unspecified)
 : -4 | 2
(120) Cc1ccc(C(=O)N2CCCn3cc(-c4cccc(C#N)c4)nc32)cn1
 : 3 | 8

(further entries)
Below each compound: Pf apPOL block | mHTT-CaM PPI inh
(121) CCCS(=O)(=O)c1csc(C(=O)OC)c1NNC(=O)C(C)C
 : -5 | .
(122) Cc1cc(C)c(S(=O)(=O)N2CCN(C)CC2)cc1Br
 : 9 | 0
(123) COc1ccccc1C1(CNC(=O)C2CC=CCC2)CCOCC1 (stereo unspecified)
 : -4 | -2
(124) CC1CCCC(NC(=O)c2ccc3c(c2)NC(=O)C(N2CCOCC2)S3)C1C (stereo unspecified)
 : -19 | 26

Screening data deposited in PubChem BioAssay by University of Kansas High Throughput Screening Laboratory.
